# High-throughput results (PubChem BioAssay)
# UBC13 inh – human UBC13 polyubiquitination inhibition; P61088; UBC13 polyubiquitin chain formation, TR-FRET; inhibition, % at 20 µM; 0.47% of 330,000 active; AID 485273; in the data active = inhibition above about 45%, passing the limit was not always enough; inconclusive = no clear call, values can overlap the other calls
# Target sequence (P61088 whole entry, looked up): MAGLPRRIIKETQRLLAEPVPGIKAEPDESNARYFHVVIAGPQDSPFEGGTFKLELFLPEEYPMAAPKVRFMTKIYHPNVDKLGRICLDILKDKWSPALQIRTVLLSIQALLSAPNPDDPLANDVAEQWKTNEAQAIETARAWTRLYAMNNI
# APJ antag – APJ receptor antagonism. 0.32% of 330,000 active. AID 2521. CHO-K1 APJ beta-arrestin complementation, luminescence. inhibition, % at 20 µM;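 active = inhibition above about 40% at 20 µM, limit read from the data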;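 also: cells challenged with 10 nM apelin-13 agonist together with compound; plate controls were apelin-13 plus DMSO wells for no effect and DMSO wells lacking apelin-13 for full effect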
# 697 NFkB inh – inhibitors of the PMA/ionomycin-induced NF-kB reporter in 697 B cells | 697 B-cell NF-kB luciferase reporter, 16 h | AID 435022 | inhibition, % at 4 µM | 0.33% of 330,000 active; in the data active = inhibition above about 35%
# Jurkat NFkB inh – inhibitors of the PMA/ionomycin-induced NF-kB reporter in Jurkat cells. AID 435003. 0.53% of 330,000 active. PMA/ionomycin-induced NF-kB luciferase reporter, luminescence. inhibition, % at 4 µM; in the data active = inhibition above about 50%
# CCR6 antagonist – blocks CCL20-driven beta-arrestin recruitment at human CCR6; 0.49% of 340,000 active; CHO-K1 CCR6 PathHunter beta-arrestin, luminescence, CCL20-stimulated; inhibition, % at 20 µM; P51684;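 active = compounds whose inhibition of the agonist-driven luminescence signal at 20 µM reaches about 50%, limit read from the data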;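 also: cells stimulated with CCL20 at 14 nM final; plate controls were DMSO with CCL20 for no effect and DMSO without agonist for full effect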
# Target sequence (P51684 whole entry, looked up): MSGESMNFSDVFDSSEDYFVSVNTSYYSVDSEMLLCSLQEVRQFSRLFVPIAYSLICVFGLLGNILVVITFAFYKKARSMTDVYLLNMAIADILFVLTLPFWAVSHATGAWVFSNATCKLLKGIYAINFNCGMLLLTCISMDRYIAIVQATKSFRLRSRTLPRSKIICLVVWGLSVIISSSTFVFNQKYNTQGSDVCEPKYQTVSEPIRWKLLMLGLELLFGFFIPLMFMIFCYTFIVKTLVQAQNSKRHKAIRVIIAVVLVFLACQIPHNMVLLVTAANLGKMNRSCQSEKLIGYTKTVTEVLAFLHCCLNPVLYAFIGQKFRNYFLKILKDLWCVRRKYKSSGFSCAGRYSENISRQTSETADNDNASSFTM
# CXCR6 inh – blocks human CXCR6 beta-arrestin recruitment | CHO-K1 PathHunter CXCR6 beta-arrestin, luminescence | inhibition, % at 20 µM | 0.36% of 360,000 active | AID 602244; in the data active = inhibition above about 34%, passing the limit was not always enough;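 also: antagonist mode with CXCL16 agonist at 10 nM final; 0% = 10 nM CXCL16 with DMSO and 100% = unstimulated wells without agonist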
# Target sequence (O00574 whole entry, looked up): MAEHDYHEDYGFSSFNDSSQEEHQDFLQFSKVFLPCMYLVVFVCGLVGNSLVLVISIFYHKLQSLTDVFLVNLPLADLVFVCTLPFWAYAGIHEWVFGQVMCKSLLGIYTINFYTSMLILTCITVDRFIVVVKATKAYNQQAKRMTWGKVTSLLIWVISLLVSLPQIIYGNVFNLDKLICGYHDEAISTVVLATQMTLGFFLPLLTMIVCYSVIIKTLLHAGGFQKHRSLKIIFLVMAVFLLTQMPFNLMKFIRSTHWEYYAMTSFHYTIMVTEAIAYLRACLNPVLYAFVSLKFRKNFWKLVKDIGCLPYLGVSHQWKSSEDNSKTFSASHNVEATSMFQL
# EBI2 antag – EBI2 (human) antagonism; 0.81% of 360,000 active; P32249; EBI2 beta-arrestin recruitment, luminescence, 7a,25-OHC stimulated; AID 651636; inhibition, % at 5 µM; in the data active = inhibition above about 38%;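 also: enzyme fragment complementation signal reports receptor beta-arrestin coupling in cells; 0% = agonist plus DMSO wells and 100% = wells without agonist; some results beyond the cut were filed as inactive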
# Gli-Sufu block – blocks Gli-Sufu signaling in a luciferase reporter. inhibition, % at 5 µM. Sufu-KO-LIGHT fibroblasts, Gli luciferase reporter luminescence. AID 588413. 0.74% of 340,000 active;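 active = inhibition above about 55%, limit read from the data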;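 also: 0% = DMSO-treated cells and 100% = wells with medium but no cells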
# * marks the source's active call; other numbers are inactive results; ? = inconclusive; nt = no result given.
SMILES,UBC13 inh,APJ antag,697 NFkB inh,Jurkat NFkB inh,CCR6 antagonist,CXCR6 inh,EBI2 antag,Gli-Sufu block
Cc1nn(C)cc1CNC(=O)c1cc2n(n1)C(C(F)(F)F)CC(c1cccs1)N2 (stereo unspecified),6,4,14,11,9,0,-11,12
Cc1cc(C(F)F)n2nc(C(=O)NCc3ccccc3F)nc2n1,5,0,3,-12,5,-5,1,2
CCCCn1c(N)c(N(CCC(C)C)C(=O)c2ccc3c(c2)OCO3)c(=O)[nH]c1=O,-4,5,18,-8,2,0,-1,30
CCCCC1=CC2=C(c3ccco3)C(=O)C(C)(OC(=O)c3ccc(OC)cc3)C(=O)C2=CN1Cc1ccc2c(c1)OCO2 (stereo unspecified),?,-21,3,-1,1,14,6,-22
C[C@H]([C@@H](N)C(=O)N[C@@H](C(=O)O)[C@@H]1O[C@H](n2ccc(=O)[nH]c2=O)[C@@H](O)[C@H]1O)[C@@H](O)c1ccc(O)cn1,-10,7,-1,-3,11,4,-3,-2
CCc1nnc(NC(=O)c2cc(C)oc2C)s1,-16,7,-98,-85,-1,0,-5,10
CCCCC(=O)Nc1ccc2oc(-c3cccnc3)nc2c1,19,9,-17,-30,-24,-4,5,-24
O=Cc1cn(CC(=O)Nc2ccc3c(c2)OCO3)c2ccccc12,10,1,-7,30,1,-4,4,18
O=S(=O)(Cc1ccccc1Cl)N1CCCC1,-1,-2,12,3,12,4,2,5
CSc1nnc(-c2cc3c(s2)-c2ccccc2CC3)o1,19,-13,-108,-122,-18,-11,-8,-71
Cc1cc(C(=O)COC(=O)c2nc3nccc(C)n3n2)c(C)n1CC1CCCO1 (stereo unspecified),3,-3,3,-4,-6,-9,-8,-5
COc1ccccc1N1CCN(S(=O)(=O)c2cnc[nH]2)CC1,3,0,8,2,0,-1,-5,-2
COc1cc(Cl)c(C)cc1NC(=O)COc1cc(C)nc(C(C)C)n1,-4,-4,0,13,-2,-4,-10,0
Cc1cc(C)n2c(SCC(O)=C(C#N)c3nc4ccccc4[nH]3)nnc2n1,nt,nt,nt,nt,1,-4,-3,2
COc1ccc(CCN(C)CCC(=O)Nc2cc(C)ccc2C)cc1OC,0,5,8,-11,18,-1,-8,0
CC(=O)Oc1ccc2cc(-c3ccccc3)c(=O)oc2c1,11,-43,-72,-22,-19,-15,-7,-51
COc1ccc(/C=N/n2c(C)nc3sc(C)c(C)c3c2=O)cc1OC,-5,-9,11,9,2,0,-6,-1
CN(CC(=O)Nc1cccc(F)c1)C(=O)c1cccc2ccccc12,18,14,11,3,-1,8,-12,-5
O=[N+]([O-])c1cccc(CSc2nnc3ccccn23)c1,5,-15,3,7,-6,-2,-12,-6
Cc1ccc(Cn2nc(-c3ccccc3)nc2-c2ccccc2)cc1,-10,4,-68,-42,15,0,14,-38
Cc1ccc(OC(=O)CN2C(=O)c3ccccc3C2=O)cc1C,-3,8,4,3,9,-4,1,-7
COc1ccc(C)cc1NC(=O)CSc1nc2scc(C)c2c(=O)[nH]1,-2,-7,9,-9,1,8,-2,-6
Cc1ccc(C(=O)N2N=C(c3ccc(Br)cc3)CC2c2ccccc2O)cc1 (stereo unspecified),1,-12,-12,-15,-1,-10,7,25
COc1ccc(C(=O)NC(=S)Nc2ccccc2N2CCOCC2)cc1Br,-4,8,-8,-8,34,28,19,14
COc1cc(CN2CCCC(CO)(Cc3ccccc3F)C2)ccc1O (stereo unspecified),3,8,-4,0,15,-6,8,11
# The results go on:
SMILES,UBC13 inh,APJ antag,697 NFkB inh,Jurkat NFkB inh,CCR6 antagonist,CXCR6 inh,EBI2 antag,Gli-Sufu block
Cc1cc2c(cc1C)/C(=C\C(N)=O)NC(C)(C)C2,8,8,13,12,41,23,3,-7
Cc1ccc(S(=O)(=O)NC(C)C(c2cccs2)N2CCOCC2)cc1 (stereo unspecified),6,5,6,4,7,5,-1,2
CC(=O)N(C)c1nc(-c2ccc(Cl)cc2)cs1,12,3,-35,-44,16,1,7,-36
CC(=O)NC1=NN(C(C)=O)C(C)(CS(=O)(=O)c2ccc(C)c(C)c2)S1 (stereo unspecified),-12,-1,-8,-8,0,0,-7,3
O=C(NCc1ccco1)c1cc(S(=O)(=O)N2CCOCC2)ccc1Cl,10,14,7,-3,2,-6,2,5
Cc1cc2nc(C3CCN(CC4COc5ccccc5O4)CC3)[nH]c2cc1C (stereo unspecified),1,11,7,18,11,-5,21,19
NC(=O)NCCC1=CCCCC1,2,0,14,12,6,-3,0,21
COCCn1c(C)cc(/C=N/NC(=O)c2cccnc2)c1C,-8,21,-14,2,7,0,8,-21
COCCCn1c(=N)c(C(=O)NC2CCCCC2)cc2c(=O)n3ccccc3nc21,10,4,0,26,8,21,-1,10
O=C(NCc1ccccc1)c1ccc(COCC(F)(F)F)o1,-3,0,-6,12,1,-11,9,0
COc1ccc([N+](=O)[O-])cc1N(CC(=O)N1CCCCC1)S(C)(=O)=O,0,9,11,14,11,1,0,-15
COc1ccc(-c2cc(C(=O)N3CCN(c4ccccc4)CC3)no2)cc1,-3,-3,5,-77,7,0,33,-50
C/C(=N\Nc1nc(C(C)(C)C)cs1)c1ccccc1,5,-6,-225,-161,4,-3,11,-75
CCSc1nnc(C)c(=O)n1COC(=O)c1ccc(S(=O)(=O)N2CCCC2)cc1,-10,1,-24,-13,-11,-4,1,-8
COc1ccc(CCNC(=S)Nc2ccc(OC)cc2)cc1,-17,13,-12,-20,13,-6,4,-4
Cc1cc(-c2nnc(SCC(=O)Nc3cccc(C)c3C)n2N)n[nH]1,3,12,10,21,-6,7,-5,24
COc1ccc(C2C=C(c3ccc(Cl)cc3)Nc3nc(NC(C)=O)nn32)cc1 (stereo unspecified),4,-34,-6,4,nt,nt,nt,nt
O=C(O)CCc1ccc(S(=O)(=O)Nc2cc(C(F)(F)F)ccc2N2CCCC2)cc1,0,-20,7,3,21,-6,2,-4
O=C(CN1C(=O)c2ccc([N+](=O)[O-])cc2C1=O)Nc1cc(S(=O)(=O)N2CCOCC2)ccc1Cl,-8,-11,23,-4,-6,-3,-1,-4
CC(C)CC(=O)Nc1ccccc1N1CCOCC1,1,-3,7,-1,-2,-3,6,-1
Nc1c(C(=O)N2CCCC2)sc2nc(-c3ccccc3)ccc12,12,22,-43,-52,-1,6,32,-63
Cc1ccc(-c2nc3ccccc3o2)cc1NC(=S)NC(=O)/C=C/c1ccco1,-20,10,-52,-38,23,13,19,-4
O=C(NCC(O)c1ccc([N+](=O)[O-])cc1)c1cccc(S(=O)(=O)N2CCCC2)c1 (stereo unspecified),-1,1,6,0,4,13,0,9
CCCCOC(=O)CNc1n[nH]c(=S)[nH]c1=O,4,10,17,-2,-4,-7,3,2
CCC(=O)Nc1cccc(NC(=O)c2ccc(C)c([N+](=O)[O-])c2)c1,18,16,35,-2,10,-1,9,-10
# More structures:
SMILES,UBC13 inh,APJ antag,697 NFkB inh,Jurkat NFkB inh,CCR6 antagonist,CXCR6 inh,EBI2 antag,Gli-Sufu block
COc1ccc(NS(=O)(=O)c2cc(NC(=O)c3cncc(Br)c3)ccc2OC)cc1,6,-2,3,-5,12,-1,-4,15
Cc1ccc(Cl)cc1N1CCN(C(=O)C2CCC(=O)N(C3CCCCCC3)C2)CC1 (stereo unspecified),5,-6,-53,32,9,-4,4,38
O=C(N/N=C/c1cc(Br)c(Br)o1)c1cc2ccccc2o1,6,-62,18,13,-14,2,4,-6
N#Cc1c(-c2ccccc2)c(-c2ccccc2)nn(CC(=O)NNC(=O)Nc2ccc(Cl)c(Cl)c2)c1=O,-8,18,-16,11,22,12,79*,15
COc1cc(O)c(C(C)=O)c2c1C=CC(C)(C)O2,nt,nt,nt,nt,8,2,1,2
Cc1c(NC(=O)c2ccc3c(c2)C(=O)N(CC2CCCO2)C3=O)cccc1C(=O)O (stereo unspecified),14,3,13,6,5,4,3,-1
C/C(=N/NC(=O)CNC(=O)c1ccncc1)c1ccc(Cl)cc1,-8,-1,-16,-17,-4,-4,12,5
CCc1ccc2[nH]c(=O)c(CN(CCO)C(=O)NCc3ccccc3)cc2c1,7,5,12,10,2,4,4,-1
Cc1ccc(C2CCN(C(=S)Nc3cccc(C)c3)C2)cc1 (stereo unspecified),-8,5,-46,-19,16,1,-5,2
CCOCC(=O)Nc1ccc(S(=O)(=O)Nc2ncccn2)cc1,-10,7,18,-2,-2,-2,-20,-3
O=C(Cc1ccccc1[N+](=O)[O-])Nc1cccc(S(=O)(=O)NC2=NCCCCC2)c1,-2,4,5,8,4,0,-6,11
Cn1ncc(N2CCN(C(=O)c3ccc(Cl)cc3)CC2)c(Cl)c1=O,5,-7,3,2,14,7,-2,-11
CC(=O)c1ccc(NC(=O)CSc2ccc(-c3sc(C)nc3C)nn2)cc1,-12,-11,-6,8,-2,-5,-9,-4
COc1ccc(CN(C#N)c2nc(SC)nc(N(C)C)n2)cc1,8,13,-4,-6,18,0,2,16
O=C(O)c1ccc(-c2sc(Nc3ccccc3)n[n+]2-c2ccccc2)cc1,-13,5,-14,-17,11,4,-11,3
COCCN(CCOC)S(=O)(=O)c1ccc(/C(O)=C(\C#N)c2nc3ccccc3[nH]2)cc1,-7,12,-6,-4,11,8,7,-12
CC(C)(C)NC(=O)C(c1ccco1)N(C(=O)c1ccc(CN2CCOCC2)o1)c1ccccc1 (stereo unspecified),8,-10,8,-8,0,15,-8,-19

# At a glance, 15 of the compounds above.
SMILES,UBC13 inh,APJ antag,697 NFkB inh,Jurkat NFkB inh,CCR6 antagonist,CXCR6 inh,EBI2 antag,Gli-Sufu block
O=C(N/N=C/c1cc(Br)c(Br)o1)c1cc2ccccc2o1,6,-62,18,13,-14,2,4,-6
N#Cc1c(-c2ccccc2)c(-c2ccccc2)nn(CC(=O)NNC(=O)Nc2ccc(Cl)c(Cl)c2)c1=O,-8,18,-16,11,22,12,79*,15
COc1cc(O)c(C(C)=O)c2c1C=CC(C)(C)O2,nt,nt,nt,nt,8,2,1,2
Cc1c(NC(=O)c2ccc3c(c2)C(=O)N(CC2CCCO2)C3=O)cccc1C(=O)O (stereo unspecified),14,3,13,6,5,4,3,-1
C/C(=N/NC(=O)CNC(=O)c1ccncc1)c1ccc(Cl)cc1,-8,-1,-16,-17,-4,-4,12,5
CCc1ccc2[nH]c(=O)c(CN(CCO)C(=O)NCc3ccccc3)cc2c1,7,5,12,10,2,4,4,-1
Cc1ccc(C2CCN(C(=S)Nc3cccc(C)c3)C2)cc1 (stereo unspecified),-8,5,-46,-19,16,1,-5,2
CCOCC(=O)Nc1ccc(S(=O)(=O)Nc2ncccn2)cc1,-10,7,18,-2,-2,-2,-20,-3
O=C(Cc1ccccc1[N+](=O)[O-])Nc1cccc(S(=O)(=O)NC2=NCCCCC2)c1,-2,4,5,8,4,0,-6,11
Cn1ncc(N2CCN(C(=O)c3ccc(Cl)cc3)CC2)c(Cl)c1=O,5,-7,3,2,14,7,-2,-11
CC(=O)c1ccc(NC(=O)CSc2ccc(-c3sc(C)nc3C)nn2)cc1,-12,-11,-6,8,-2,-5,-9,-4
COc1ccc(CN(C#N)c2nc(SC)nc(N(C)C)n2)cc1,8,13,-4,-6,18,0,2,16
O=C(O)c1ccc(-c2sc(Nc3ccccc3)n[n+]2-c2ccccc2)cc1,-13,5,-14,-17,11,4,-11,3
COCCN(CCOC)S(=O)(=O)c1ccc(/C(O)=C(\C#N)c2nc3ccccc3[nH]2)cc1,-7,12,-6,-4,11,8,7,-12
CC(C)(C)NC(=O)C(c1ccco1)N(C(=O)c1ccc(CN2CCOCC2)o1)c1ccccc1 (stereo unspecified),8,-10,8,-8,0,15,-8,-19
